Screening results as filed in PubChem BioAssay.
EPAC1 antag: qHTS for Antagonist of cAMP-regulated guanine nucleotide exchange factor 3 (EPAC1): primary screen; Potency, µM (series often up to 115 µM), for the others: at the highest dose activity change, negative = inhibition, most hits filed as inhibitors; 0.14% of 360,000 active; EPAC1 GEF assay, Rap1b-BODIPY-GDP exchange fluorescence; Rap guanine nucleotide exchange factor 3 (Homo sapiens), O95398;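 note: potency is the fitted concentration of half-maximal effect; plate controls were vehicle for no effect and positive control for full effect; nearly all actives have a fitted effect of over 50% in size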
Target sequence (O95398 whole entry, looked up): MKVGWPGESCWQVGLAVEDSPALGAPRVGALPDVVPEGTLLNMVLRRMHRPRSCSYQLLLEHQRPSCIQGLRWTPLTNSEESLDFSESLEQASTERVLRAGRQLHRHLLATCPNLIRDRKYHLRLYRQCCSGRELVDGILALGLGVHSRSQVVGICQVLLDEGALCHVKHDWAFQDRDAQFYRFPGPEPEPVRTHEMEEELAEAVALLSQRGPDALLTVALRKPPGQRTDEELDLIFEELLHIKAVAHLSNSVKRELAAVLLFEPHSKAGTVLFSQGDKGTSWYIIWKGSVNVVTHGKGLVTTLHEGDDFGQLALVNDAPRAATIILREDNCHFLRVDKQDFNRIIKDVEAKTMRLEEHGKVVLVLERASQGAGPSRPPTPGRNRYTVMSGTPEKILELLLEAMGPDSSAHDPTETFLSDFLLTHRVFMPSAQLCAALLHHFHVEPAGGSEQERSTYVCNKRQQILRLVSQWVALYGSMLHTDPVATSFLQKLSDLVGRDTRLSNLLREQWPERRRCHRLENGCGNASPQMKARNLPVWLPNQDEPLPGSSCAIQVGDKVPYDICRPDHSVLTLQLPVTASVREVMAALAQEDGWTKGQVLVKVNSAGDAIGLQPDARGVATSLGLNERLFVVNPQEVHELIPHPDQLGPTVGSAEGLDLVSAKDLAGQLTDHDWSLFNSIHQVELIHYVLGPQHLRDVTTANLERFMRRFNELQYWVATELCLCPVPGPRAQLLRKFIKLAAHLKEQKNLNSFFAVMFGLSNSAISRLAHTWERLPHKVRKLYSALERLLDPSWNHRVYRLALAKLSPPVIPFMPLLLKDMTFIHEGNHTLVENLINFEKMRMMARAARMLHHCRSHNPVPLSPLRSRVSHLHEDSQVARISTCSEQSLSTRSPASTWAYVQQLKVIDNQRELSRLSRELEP
FUS yeast rescue: qHTS for Suppressors of FUS Proteinopathy: Primary screen using FUS-linked yeast assay | S. cerevisiae FUS-expressing, growth rescue, OD600, 24 h | Potency, µM (doses to about 76.6 µM), without a hit: at the highest dose growth rescue (activation), actives largely listed as activators | 0.24% of 390,000 active | AID 1347120, 2019;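 note: potency is the fitted concentration of half-maximal effect; plate controls were DMSO vehicle for no effect and reference control for full effect; nearly all actives have a fitted effect of over 55% in size; some results filed as inactive show a strong effect at the top dose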
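Cultures pregrown in 2.5% raffinose medium are shifted to minimal medium containing 2% galactose to express toxic FUS. Compounds are tested at several concentrations. After 24hr at 30C, growth is quantified at 600 nm absorbance.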
WRN helicase inh: qHTS for Inhibitors of WRN Helicase; 0.46% of 360,000 active; WRN helicase unwinding, fluorescent forked duplex, kinetic; Bifunctional 3'-5' exonuclease/ATP-dependent helicase WRN (Homo sapiens), Q14191; Potency, µM (series often up to 114 µM), inactives show at the top dose activity change, negative = inhibition, usual class: inhibitors; note: potency is the fitted concentration of half-maximal effect; % is set by controls: 0 for no effect and ±100 for the full control effect; nearly all actives have a fitted effect of over 55% in size
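Enzyme (20 nM final) and test compound sit together 15 min at room temperature before substrate addition. Substrate is a single-forked duplex oligonucleotide (100 nM) labelled with fluorophore and quencher, with 2 mM ATP; helicase unwinding raises red fluorescence, read kinetically.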
EPAC1 agonist: qHTS for Agonist of cAMP-regulated guanine nucleotide exchange factor 3 (EPAC1): primary screen; Rap guanine nucleotide exchange factor 3 (Homo sapiens), O95398; EPAC1 agonist qHTS, biochemical assay; response scale: 100% = response to 6.5 mM cAMP; Potency, µM (doses to about 154 µM), inactives show top-dose activation, actives largely listed as activators; 0.073% of 360,000 active; note: potency is the fitted concentration of half-maximal effect; nearly all actives have a fitted effect of over 60% in size
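Nucleotide exchange by EPAC1 (100 nM) on Rap1B–BODIPY-GDP (250 nM) in the presence of 50 uM GDP is tracked fluorescently at 480/540 nm over 30 min. Signals are normalized to a 6.5 mM cAMP control.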
IL-2 act: qHTS of IL-2 Activators; 0.065% of 360,000 active; activation, % (series mostly up to about 46 µM); IL-2 activation reporter assay, cell-based qHTS; stimulated with anti-CD3/CD4/CD28 beads; in transgenic mouse T cells; in the data active = activation above about 50%; inconclusive = mostly about 30% to 49%; note: 0% is about no effect
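Unstimulated transgenic mouse T cells; 60-min compound exposure; bead-based TCR/CD4/CD28 stimulation; 18 h culture, 37 degrees C; dual fluorescence (EGFP, DsRed) plate cytometry.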
PI5P4Ka inh: qHTS for Inhibitors of phosphatidylinositol 5-phosphate 4-kinase (PI5P4K); PI5P4Kalpha enzyme, ADP-Glo luminescence, 60 min; stronger effect = lower value; AID 652105, 2013; Phosphatidylinositol 5-phosphate 4-kinase type-2 alpha (Homo sapiens), P48426; max response, %; 1.2% of 330,000 active; active = max response of -50% or lower; inconclusive = between -30% and -50%; inactive = -30% or higher; note: value at the top dose of about 77 µM; % is set by controls: 0 for no effect and ±100 for the full control effect
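Reactions run in 0.038 M HEPES pH 7.4, 0.28 mM EGTA, 0.1% CHAPS and 5% DMSO, with PI5P4Kalpha, substrate, compound and 5 microM ATP final, one hour at room temperature. Readout is ADP-Glo luminescence.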
Abeta rescue: qHTS for compounds that reverse cellular toxicity of Amyloid beta (A-beta) peptide in yeast: Primary Screen. yeast expressing A-beta42, growth rescue, OD600, 48 h; response scale: 0% DMSO, 100% iron-clioquinol control. Potency, µM (top dose mostly 46.1 µM), without a hit: at the highest dose growth rescue, most hits filed as activators. 0.063% of 410,000 active; note: potency is the fitted concentration of half-maximal effect; nearly all actives have a fitted effect of over 55% in size
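Growth rescue measured by 600 nm absorbance after 48 h yeast culture at 30 C with compound. Values normalized between DMSO and an equimolar ferric chloride plus clioquinol control.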
aSyn yeast inh: qHTS of alpha-syn Inhibitors; 0.14% of 370,000 active; Potency, µM (doses to about 46.1 µM), without a hit: top-dose growth rescue (activation), hits mostly activators; AID 652106, 2013; Yeast expressing alpha-synuclein, growth rescue, BacTiter-Glo, 24 h; note: potency is the fitted concentration of half-maximal effect; % of control where 0% means no effect; nearly all actives have a fitted effect of over 65% in size
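Readout is rescue of growth in alpha-synuclein-expressing yeast, so inhibitors of toxicity appear as activators. Growth after 24 hr at 30 deg C in galactose medium is quantified by luminescence.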
PLK1 PBD inh: qHTS for Inhibitors of PLK1-PDB (polo-like kinase 1 - polo-box domain): Primary Screen | Serine/threonine-protein kinase PLK1 (Homo sapiens), P53350 | Plk1 PBD binding of FITC phosphopeptide, fluorescence polarization | Potency, µM, for inactives: max response, negative = inhibition, most hits filed as inhibitors | 2.8% of 360,000 active | AID 720504, 2013; note: potency is the fitted concentration of half-maximal effect; series mostly up to about 57 µM; % is set by controls: 0 for no effect and ±100 for the full control effect; nearly all actives have a fitted effect of over 65% in size
Active calls of the source: *; ? = inconclusive; / = no result given; [ ] = another dose, or the depositor's remark. Unless noted, calls come from the whole dose curve; as a rule, active = well fitted curve in the direction sought with a large enough effect; inconclusive = small, poorly fitted or top-dose-only effect, or another doubt; inactive = no such curve, though single readings can be large; an effect the other way counts as inactive or inconclusive.

No.	structure	EPAC1 antag	FUS yeast rescue	WRN helicase inh	EPAC1 agonist	IL-2 act	PI5P4Ka inh	Abeta rescue	aSyn yeast inh	PLK1 PBD inh
1	Cc1ccc2c(c1)C(=O)C(=O)N2CC(=O)Nc1ccc(N2CCOCC2)cc1	-15%	4%	-2%	17%	-1.9	-8	0%	-7%	-12%
2	CCOC(=O)c1c(NC(=O)c2ccc(S(=O)(=O)N3CCOCC3)cc2)sc2c1CCN(C(C)C)C2	2%	23%	0%	-13%	-2.8	13	-6%	0%	0%
3	N#CC1=C(N)N(c2ccc(Oc3ccccc3)cc2)C(=O)C1	8%	?	-17%	-2%	0.7	-26	14%	1%	-4%
4	O=S(=O)(O)c1nc2ccccc2n1Cc1ccccc1	17%	9%	4%	-2%	0.0	-24	-3%	3%	-2%
5	CCCCOc1ccc2c(C)cc(=O)oc2c1OCCCC	-21%	43%	2%	8%	-3.1	/	-7%	6%	-3%
6	C=CCn1cc(/C=N/NC(=O)COc2cccc3cccnc23)c2ccccc21	-8%	3%	-35%	-12%	2.8	3	0%	13%	3%
7	COc1ccc(NC(=O)c2nc[nH]c2C(=O)N(C)CCO)cc1	-9%	11%	-3%	-1%	-2.5	-3	-2%	9%	-4%
8	COC(=O)CCCC(=O)NCC1(N(C)Cc2ccccc2)Cc2ccccc2C1	-11%	11%	-28%	3%	1.5	2	-2%	0%	-9%
9	Fc1cccc(CN2CCN(Cc3nc(CCc4ccccc4)no3)CC2)c1	-1%	3%	0%	-10%	0.1	1	-4%	5%	-2%
10	CC1CCC(NC(=O)c2ccc3c(c2)S(=O)(=O)c2ccccc2C3=O)CC1 (stereo not drawn)	9%	18%	-6%	2%	-0.4	5	-23%	0%	-9%
11	Cc1ccc(CSc2nn3c(=O)c(C)nnc3s2)cc1	-5%	/	1%	7%	0.0	4	-15%	-3%	-5%
12	Nc1ncnc2c1ncn2[C@@H]1O[C@H](CO)[C@@H](O)[C@@H]1O	0%	-38%	4%	-13%	0.9	-10	-14%	0%	-1%
13	O=C(c1cnn2c(C(F)(F)F)cc(-c3ccc4c(c3)OCO4)nc12)N1CCCCC1	8%	15%	-1%	5%	0.7	0	-12%	1%	0%
14	O=C(CCc1c[nH]c2ccccc12)N1CCN(S(=O)(=O)c2ccc([N+](=O)[O-])cc2)CC1	-7%	-24%	9%	-5%	-2.8	-15	-2%	-5%	-4%
15	CC(OC(=O)CN(C)S(=O)(=O)c1ccc(Cl)cc1)C(=O)Nc1cccc(Cl)c1 (stereo not drawn)	-11%	?	-21%	9%	-2.7	21	?	?	3%

Next entries.
No.	structure	EPAC1 antag	FUS yeast rescue	WRN helicase inh	EPAC1 agonist	IL-2 act	PI5P4Ka inh	Abeta rescue	aSyn yeast inh	PLK1 PBD inh
16	CC1(C)N=C(c2ccc(Cl)cc2)C(=O)N1	-1%	-23%	7%	-7%	-1.1	/	12%	2%	-1%
17	Cc1sc2nc(CC(N)=O)[nH]c(=O)c2c1-c1ccccc1	-27%	30%	-2%	9%	-2.9	-2	-1%	0%	-5%
18	O=C(CSc1ncn[nH]1)c1ccc2c(c1)OCO2	-3%	32%	2%	-5%	-2.4	/	3%	-3%	-16%
19	COC(=O)c1cc(Br)c(=O)n(-c2ccccn2)c1	-12%	-2%	4%	-7%	0.9	7	?	-1%	-1%
20	COc1cc(C(=O)Nc2ccc(NC(=O)C(C)C)nc2)cc(OC)c1OC	-4%	18%	2%	2%	1.4	-3	-9%	-2%	-2%
21	CCSc1ncc(Cl)c(C(=O)Nc2ccccc2F)n1	-20%	-6%	-35%	9%	3.1	1	-10%	-14%	-10%
22	COc1ccc(S(=O)(=O)NC(CC(=O)NC2CCCC2)c2ccco2)cc1 (stereo not drawn)	-2%	-7%	-3%	4%	1.1	-5	32%	3%	-5%
23	Cc1ccc(NC(=O)CN(C)CC(=O)Nc2ccc(F)c(F)c2F)c(Cl)c1	-15%	29%	?	-4%	-0.3	2	-23%	-3%	-7%
24	O=C1CCNc2c(Cl)cc(Cl)cc21	-11%	-15%	-1%	-10%	-1.2	-7	-7%	1%	-7%
25	Cc1cccc(Nc2ccc(C(=O)O)cc2[N+](=O)[O-])c1C	-1%	-4%	-4%	1%	-1.9	?	?	10%	5%
26	O=C(Cn1nc(Cc2cccnc2)c2ccccc2c1=O)NCC1CCCO1 (stereo not drawn)	-23%	-28%	-3%	-2%	-3.8	-2	7%	0%	-11%
27	Cc1cccc(Cn2cc(SCC(=O)Nc3nccs3)c3ccccc32)c1	?	-27%	2%	-4%	-0.5	5	-1%	0%	4%
28	C/C(=N\NS(=O)(=O)c1ccccc1)c1ccc2c(c1)OCCO2	6%	6%	-10%[57.1 µM]	-7%	-0.1	-1	23%	1%	-7%
29	CCOC(=O)N1CCC(NC(=O)c2ccc(OC)c(CN3CC(=O)N4CCCC4C3=O)c2)CC1 (stereo not drawn)	1%	-1%	-5%	-8%	3.5	-4	17%	3%	-1%
30	O=C(CC1C(=O)NCCN1C(=O)Nc1ccc(F)cc1F)Nc1ccc(F)cc1 (stereo not drawn)	16%	-9%	-1%	-6%	0.2	0	-8%	-1%	2%

(continued)
No.	structure	EPAC1 antag	FUS yeast rescue	WRN helicase inh	EPAC1 agonist	IL-2 act	PI5P4Ka inh	Abeta rescue	aSyn yeast inh	PLK1 PBD inh
31	COc1ccc(-c2cc3c(=O)n(CC(=O)Nc4ccc(C(C)=O)cc4)ncn3n2)cc1	4%	-24%	5%	-12%	1.3	0	-11%	-3%	5%
32	C=CCc1ccc(OCCn2cccc2C=O)c(OC)c1	-11%	23%	-3%	5%	-2.1	/	1%	3%	-3%
33	COc1ccccc1CNC(=O)CCNS(=O)(=O)c1cc(Br)cnc1N	1%	-3%	-3%	19%	-3.0	-12	8%	0%	27µM*
34	O=C(COc1ccccc1F)NCc1ccc(-n2cccc2)cc1	14%	-7%	-7%	-7%	-0.3	1	21%	-2%	-13%
35	CCOc1ccccc1N(C)S(=O)(=O)c1ccc2[nH]cc(C(=O)N(CCOC)CCOC)c(=O)c2c1	-6%	9%	8%	10%	0.0	-4	0%	5%	-15%
36	Cc1nc([N+](=O)[O-])c(NCCCO)n1Cc1ccccc1	6%	-12%	1%	0%	-2.1	0	-12%	0%	1%
37	CN1CCN(CCC(=O)N/N=C/c2cc([N+](=O)[O-])ccc2O)CC1	-4%	-12%	-4%	-3%	0.1	0	-46%[inhibitor]	-24%	-5%
38	CCOC(=O)c1cn(-c2c(C)n(C)n(-c3ccccc3)c2=O)c2c(F)c(F)c(F)cc2c1=O	-10%	3%	-7%	8%	0.2	-1	-15%	-5%	-2%
39	COc1ccc(C(=O)NC(=O)CSc2n[nH]c(N)n2)cc1	21%	8%	-9%	0%	-0.3	-6	-13%	-1%	-12%
40	CCOc1cccc(C2C(C(=O)c3ccc(C)o3)=C(O)C(=O)N2c2nnc(C)s2)c1 (stereo not drawn)	-10%	21%	-5%	-6%	3.1	-23	-3%	-1%	-3%
41	Nn1c(=S)[nH]nc(Cc2ccc(O)cc2)c1=O	8%	1%	3%	9%	-0.8	0	-4%	-12%	-7%
42	O=C(CSc1nnc(-c2ccc(OC(F)F)cc2)o1)NC(=O)NCc1ccco1	-23%	/	-11%[11.6 µM]	6%	0.1	-54*	-8%	-3%	-11%
43	CCCCc1cc(=O)oc2c(CN3CCCC3)c(O)c(Cl)cc12	1%	25%	4%	-1%	-0.8	/	23%	1%	-5%
44	C=CCC1CCCC(=O)N2CCCC12 (stereo not drawn)	5%	1%	-13%	-9%	-0.1	-1	1%	-3%	-4%
45	CCOC(=O)c1sc(=NC(=O)COc2ccc(Cl)cc2)n(C)c1C	-1%	-19%	4%	-6%	2.2	10	-4%	0%	0%

Additional entries.
No.	structure	EPAC1 antag	FUS yeast rescue	WRN helicase inh	EPAC1 agonist	IL-2 act	PI5P4Ka inh	Abeta rescue	aSyn yeast inh	PLK1 PBD inh
46	O=C(COC(=O)/C=C/c1cccc(C(F)(F)F)c1)NCCN1C(=O)CSC1=O	-8%	/	-4%	-1%	-3.3	6	-26%	6%	-1%
47	COc1ccc(Cn2nnnc2C(c2cc3cc(C)ccc3[nH]c2=O)N2CCOCC2)cc1 (stereo not drawn)	2%	34%	0%	-1%	1.1	/	15%	-1%	-11%
48	CCn1cc(C(=O)NCc2ccc(Cl)cc2)c(=O)c2cc(S(=O)(=O)N(C)C)ccc21	11%	20%	2%	8%	-0.1	-5	-10%	1%	-2%
49	Fc1cccc(Cc2c(-c3cccc(Cl)c3)nc3ccc(Cl)cn23)c1	-19%	40%	-13%	-2%	0.7	7	-25%	-9%	-17%
50	CCOC(=O)c1sc(NC(=O)/C=C/c2ccc(F)cc2)nc1C	6%	9%	15%	6%	-0.2	-13	-7%	3%	21µM*
51	CN(C(=O)COc1ccccc1C(=O)NCCc1ccccc1)c1ccccc1	4%	/	0%	3%	-6.0	6	12%	4%	0%
52	CC(=O)NC(c1ccco1)c1cc(F)c2cccnc2c1O (stereo not drawn)	3%	-3%	/	1%	0.6	/	-13%	/	/
53	Cc1nc(N2CCOCC2)nc2c1CCCC2	2%	-25%	-8%[57.1 µM]	-3%	-2.3	-3	-2%	0%	-4%
54	CCOC(=O)NN1C(=O)c2ccccc2NC1c1cccnc1 (stereo not drawn)	12%	-19%	-4%	14%	0.1	-2	-5%	3%	0%
55	Cc1noc(C)c1C(=O)OCC(=O)N1CCc2ccccc21	8%	/	2%	13%	-3.2	-3	-12%	-9%	-1%
56	Cc1ccccc1OCCC(=O)OCC(=O)N1CCN(S(=O)(=O)c2ccc(Cl)cc2)CC1	-4%	33%	-16%	?	-0.4	-2	29%	1%	-6%
